# Screening data as filed in PubChem BioAssay.
# NRP1-CendR mod: modulators of CendR peptide binding to NRP-1, primary screen, biochemical, fluorescence polarization, uHTS. Neuropilin-1 (Homo sapiens), O14786. FAM-RPARPAR peptide binding to NRP-1. inhibition, % at 25 µM. 360,000 tested, 0.85% active. AID 602438, 2012;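 active = inhibition or corrected inhibition above about 18%, plus a signal ratio from 0.5 to 1.5, limit read from the data, passing the limit was not always enough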; note: strong numbers were not always called active
# SKN-1 inh: suppressors of acrylamide-induced Pgst-4::GFP reporter in worms, primary screen, SKN-1 inhibitor project, whole organism, uHTS, GFP/RFP fluorescence ratio, strain VP596 | C. elegans VP596 Pgst-4::GFP/RFP ratio, 24 h | inhibition, % at 21.8 µM | 360,000 tested, 0.49% active | AID 624304, 2012;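 active = interference check ratio from 0.5 to 1.5 plus GFP to RFP signal ratio inhibition reaching or exceeding a fixed threshold, cut at about 30% in these data, passing the limit was not always enough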; note: some compounds called inactive have numbers as strong as hits
# Scp-1 inhibitor: Scp-1 phosphatase inhibitors, primary screen, biochemical, colorimetric, uHTS; Carboxy-terminal domain RNA polymerase II polypeptide A small phosphatase 1 (Homo …; Recombinant Scp1, phosphopeptide, malachite green phosphate absorbance; 340,000 tested, 0.88% active; inhibition, % at 20 µM;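 active = inhibition above about 50% at 20 µM, limit read from the data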;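 note: plate controls were DMSO wells with enzyme for no effect and wells lacking enzyme for full effect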
# Target sequence (Q9GZU7 76-261 limits assumed): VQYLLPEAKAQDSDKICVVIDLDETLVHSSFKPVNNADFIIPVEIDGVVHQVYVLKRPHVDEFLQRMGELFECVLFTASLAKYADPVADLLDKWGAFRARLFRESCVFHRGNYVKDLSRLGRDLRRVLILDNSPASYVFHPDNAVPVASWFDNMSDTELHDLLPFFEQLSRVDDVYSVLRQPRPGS
#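 Test system: SCP-1 phosphatase catalytic domain, residues 76-261 | Compound dosing: One concentration, 20 µM, with 1.0% DMSO | Schedule: 45 min room-temperature reaction, 5 min colour, 30 min stabiliser | Detection: Absorbance at 630 nm | Read-out basis: % inhibition of SCP-1 phosphate liberation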
# TbMetRS inhib: T. brucei MetRS inhibitors, primary screen, biochemical, luminescence | methionyl-tRNA synthetase (Trypanosoma brucei brucei) | purified T. brucei MetRS, ATP depletion, Kinase-Glo luminescence | inhibition, % at 11.9 µM | 360,000 tested, 0.4% active;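 active = inhibition above a per-plate cutoff of the control wells' mean inhibition plus 3 SD, cut at about 5.5% in these data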;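 note: 0% = DMSO wells median and 100% = median of wells with control inhibitor compound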
#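 Material: T. brucei methionyl-tRNA synthetase, purified; reagent: substrates ATP, L-methionine and bulk Escherichia coli tRNA; dosing: 11.9 µM single point; timing: 15 min plus 2 h at 25 °C; detection: luminescence of leftover ATP; evaluation: % inhibition; control set: DMSO-only wells as low control; replicates: singlicate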
# LMPTP inh: LMPTP phosphatase inhibitors, primary screen, biochemical, fluorescence intensity, uHTS; recombinant LMPTP-A, OMFP fluorogenic substrate; inhibition, % at 20 µM; 360,000 tested, 0.22% active; AID 651560, 2012;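 active = compounds that cut the enzyme signal by at least half of the control window in the single-dose screen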;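 note: plate controls were DMSO wells with enzyme plus substrate for no effect and substrate without enzyme for full effect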
#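 Buffer or medium: Bis-Tris pH 6.0, DTT, detergent; Assay system: LMPTP-A enzyme; Quantity: 0.625 nM enzyme; Detection: endpoint fluorescence intensity; Times: 50 min dark incubation at room temperature; Controls: substrate-only low control, DMSO enzyme-plus-substrate high control; Doses: single 20 µM dose; Read-out: percent inhibition versus substrate-only and uninhibited controls; Reagent: 400 µM OMFP.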
# DNMT1 block: human DNMT1 methyltransferase inhibitors, primary screen, biochemical, molecular beacon, fluorescence, HinP1I cleavage, uHTS; DNA (cytosine-5)-methyltransferase 1 (Homo sapiens), P26358; inhibition (reported as % activation of signal), % at 10 µM; 360,000 tested, 0.83% active; AID 588458, 2011; in the data active = inhibition above about 50%
# Neddylation inh: inhibitors of cullin neddylation, primary screen, biochemical, TR-FRET, uHTS, NAE and Ubc12. AID 651699, 2012. calls only at 25 µM. 360,000 tested, 0.58% active. NEDD8-conjugating enzyme Ubc12 (Homo sapiens) + NEDD8-activating enzyme E1 regulatory …; in the data active = inhibition above about 36%
# Target sequence (P61081 whole entry, looked up): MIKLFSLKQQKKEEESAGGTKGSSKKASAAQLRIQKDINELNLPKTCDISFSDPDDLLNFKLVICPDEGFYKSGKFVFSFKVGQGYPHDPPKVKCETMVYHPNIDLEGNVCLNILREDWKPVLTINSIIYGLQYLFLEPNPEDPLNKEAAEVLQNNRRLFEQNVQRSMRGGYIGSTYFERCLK
# Target sequence (Q13564 whole entry, looked up): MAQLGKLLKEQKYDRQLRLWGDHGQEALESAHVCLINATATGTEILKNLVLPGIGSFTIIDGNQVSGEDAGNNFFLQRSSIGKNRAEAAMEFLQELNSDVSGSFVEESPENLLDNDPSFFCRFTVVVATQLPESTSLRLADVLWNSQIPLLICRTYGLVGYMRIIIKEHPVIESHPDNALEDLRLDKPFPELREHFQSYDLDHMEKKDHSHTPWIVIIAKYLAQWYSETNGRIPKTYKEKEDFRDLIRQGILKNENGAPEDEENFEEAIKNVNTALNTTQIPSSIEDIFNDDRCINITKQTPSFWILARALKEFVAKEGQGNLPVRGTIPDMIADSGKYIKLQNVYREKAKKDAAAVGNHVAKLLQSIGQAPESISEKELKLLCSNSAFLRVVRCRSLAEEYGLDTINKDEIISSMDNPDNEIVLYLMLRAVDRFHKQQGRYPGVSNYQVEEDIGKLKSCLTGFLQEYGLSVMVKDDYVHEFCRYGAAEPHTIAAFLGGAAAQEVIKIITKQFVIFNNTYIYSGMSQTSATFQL
# STEP block: STEP phosphatase inhibitors, primary screen, biochemical, fluorescence intensity, uHTS. AID 588621, 2011. inhibition, % at 20 µM. recombinant STEP, OMFP fluorogenic substrate. 360,000 tested, 0.25% active;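 active = inhibition at 20 µM, scaled per plate between control wells, above about 37%, limit read from the data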;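 note: 0% = DMSO with enzyme and substrate and 100% = substrate only without enzyme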
#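 Material: STEP (striatal-enriched tyrosine phosphatase) enzyme, cell-free | Medium: 50 mM Bis-Tris pH 6.0 with 2.5 mM DTT and 0.005% Tween 20 | Read-out: Percent inhibition scaled to no-enzyme and uninhibited-enzyme controls, plate-pattern corrected | Signal: Fluorescence read at 480 nm ex / 540 nm em | Times: 20 min reaction, room temperature, in the dark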
# SUMO1-SIM PPI: modulators of SUMO1 protein-protein interactions, primary screen, biochemical, uHTS | Small ubiquitin-related modifier 1 (Homo sapiens), P63165 | SUMO1 binding to a labelled peptide, TR-FRET, 1 h | inhibition, % at 20 µM | 360,000 tested, 0.33% active | AID 602429, 2012; in the data active = inhibition above about 37%
# Target sequence (P63165 whole entry, looked up): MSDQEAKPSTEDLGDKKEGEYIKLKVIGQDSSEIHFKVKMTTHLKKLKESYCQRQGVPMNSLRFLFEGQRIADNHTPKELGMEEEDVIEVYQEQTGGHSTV
# NadD inh: inhibitors of S. aureus NadD, primary screen, biochemical, colorimetric, uHTS | Nicotinate-nucleotide adenylyltransferase NadD (Staphylococcus aureus N315) | purified NadD enzyme, colorimetric absorbance read-out | inhibition, % at 20 µM | 360,000 tested, 0.78% active | AID 602399, 2012; in the data active = inhibition above about 26%; note: some compounds past the cut are filed as inactive
# Active calls of the source: *; i = inactive; . = no result given.
entry	NRP1-CendR mod	SKN-1 inh	Scp-1 inhibitor	TbMetRS inhib	LMPTP inh	DNMT1 block	Neddylation inh	STEP block	SUMO1-SIM PPI	NadD inh	smiles
1	-6	6	-4	-0.7	0.7	-5	i	1	-9	-6	COc1ccc(C(=O)Nc2ccc3ccccc3n2)c(OC)c1OC
2	-9	4	-10	-0.6	-1.4	-4	i	2	1	-5	CN(C)S(=O)(=O)c1cccc(NC(=O)CN2C(=O)C3C4C=CC(C4)C3C2=O)c1 (stereo not drawn)
3	10	11	-4	-0.3	0.7	0	i	0	1	3	COc1ccc(CCNC(=O)C2CCCN(C(=O)c3ccc(Cl)cc3)C2)cc1 (stereo not drawn)
4	-1	-5	1	-0.4	-1.5	3	i	-2	5	-1	CCOC(=O)NC(=O)CSc1ccc2ccccc2n1
5	-5	7	-5	-0.1	-1.0	8	i	0	3	-2	COc1ccc(C(CNC(=O)c2cccc(S(=O)(=O)Nc3ccc(F)cc3)c2)N2CCOCC2)cc1 (stereo not drawn)
6	2	5	-7	2.0	-0.5	9	i	2	-1	-1	COc1ccc(NC(=O)CCCCn2c(=O)[nH]c3ccccc3c2=O)cc1
7	3	-13	9	-1.8	-2.1	1	i	-4	-2	-1	N#Cc1cn(CC(=O)O)c2ccccc12
8	-10	-7	0	-1.4	0.6	0	i	-2	1	-6	Cc1nc(-c2cccc(NC(=O)Cc3ccccc3)c2)cs1
9	-5	12	-11	0.2	0.7	-1	i	1	1	-3	O=C(CCCc1ccccc1)Nc1nccs1
10	5	11	-3	0.1	-1.1	-1	i	1	0	-2	O=C(O)CCNS(=O)(=O)c1ccc(Oc2ccccc2)cc1

# Entries of single compounds from above. Values in the order: NRP1-CendR mod	SKN-1 inh	Scp-1 inhibitor	TbMetRS inhib	LMPTP inh	DNMT1 block	Neddylation inh	STEP block	SUMO1-SIM PPI	NadD inh
# N#Cc1cn(CC(=O)O)c2ccccc12 in the list: 3	-13	9	-1.8	-2.1	1	i	-4	-2	-1
# COc1ccc(C(CNC(=O)c2cccc(S(=O)(=O)Nc3ccc(F)cc3)c2)N2CCOCC2)cc1 (stereo not drawn) in the list: -5	7	-5	-0.1	-1.0	8	i	0	3	-2

# An excerpt from above in order of SMILES length, falling:
entry	NRP1-CendR mod	SKN-1 inh	Scp-1 inhibitor	TbMetRS inhib	LMPTP inh	DNMT1 block	Neddylation inh	STEP block	SUMO1-SIM PPI	NadD inh	smiles
5	-5	7	-5	-0.1	-1.0	8	i	0	3	-2	COc1ccc(C(CNC(=O)c2cccc(S(=O)(=O)Nc3ccc(F)cc3)c2)N2CCOCC2)cc1 (stereo not drawn)
2	-9	4	-10	-0.6	-1.4	-4	i	2	1	-5	CN(C)S(=O)(=O)c1cccc(NC(=O)CN2C(=O)C3C4C=CC(C4)C3C2=O)c1 (stereo not drawn)
3	10	11	-4	-0.3	0.7	0	i	0	1	3	COc1ccc(CCNC(=O)C2CCCN(C(=O)c3ccc(Cl)cc3)C2)cc1 (stereo not drawn)
6	2	5	-7	2.0	-0.5	9	i	2	-1	-1	COc1ccc(NC(=O)CCCCn2c(=O)[nH]c3ccccc3c2=O)cc1
1	-6	6	-4	-0.7	0.7	-5	i	1	-9	-6	COc1ccc(C(=O)Nc2ccc3ccccc3n2)c(OC)c1OC
10	5	11	-3	0.1	-1.1	-1	i	1	0	-2	O=C(O)CCNS(=O)(=O)c1ccc(Oc2ccccc2)cc1
8	-10	-7	0	-1.4	0.6	0	i	-2	1	-6	Cc1nc(-c2cccc(NC(=O)Cc3ccccc3)c2)cs1
4	-1	-5	1	-0.4	-1.5	3	i	-2	5	-1	CCOC(=O)NC(=O)CSc1ccc2ccccc2n1
9	-5	12	-11	0.2	0.7	-1	i	1	1	-3	O=C(CCCc1ccccc1)Nc1nccs1

# Continued.
entry	NRP1-CendR mod	SKN-1 inh	Scp-1 inhibitor	TbMetRS inhib	LMPTP inh	DNMT1 block	Neddylation inh	STEP block	SUMO1-SIM PPI	NadD inh	smiles
11	8	4	-3	-0.1	0.9	-2	i	-1	1	-2	COc1ccccc1C(CNC(=O)C(CCSC)NC(=O)c1ccccc1Cl)N1CCCC1 (stereo not drawn)
12	7	34	-5	-0.5	-0.6	0	i	1	4	-2	CCOC(=O)CCC(NC(=O)CCCCCCCC(=O)NC(CCC(=O)OCC)C(=O)OCC)C(=O)OCC (stereo not drawn)
13	-6	12	.	0.0	-1.0	4	i	-1	-8	0	CC(C)CNc1ncnc2c1ncn2[C@H]1CN(Cc2ccc(F)cc2)C[C@@H](CO)O1
14	11	-6	-2	0.0	0.7	0	i	2	5	-3	O=C(CSC(=S)N1CCOCC1)Nc1ccc(S(=O)(=O)Nc2ncccn2)cc1
15	1	-4	2	-0.6	-1.1	-1	i	-4	-1	1	CC(C)(C)NC(=O)CSc1nnc(Cc2ccccc2)n1CC1CCCO1 (stereo not drawn)
16	-1	-14	-10	0.8	-0.9	-1	i	0	-4	-5	CCOC(=O)C(C)NC(=O)CCc1nnc2ccc(N3CCC(C)CC3)nn12 (stereo not drawn)
17	-4	-11	-2	-1.8	3.6	5	i	3	-3	-4	COc1ccc(NC(=O)N2CCN(C(=O)Nc3ccc(OC)cc3)CC2)cc1
18	-1	-4	-10	-0.3	0.8	-6	i	0	4	-3	CNC(=S)N(CCc1c(C)[nH]c2ccc(C)cc12)Cc1cccnc1
19	2	-15	0	-0.4	1.6	-5	i	2	0	5	CCCN(CCC)c1nc(Cl)nc(NCc2ccco2)n1
20	14	5	-8	0.1	-0.4	-1	i	2	1	-2	COc1ccc(C(=O)OCC(=O)N2CCc3ccccc3C2)cc1OC
21	-6	8	12	-0.3	4.7	-2	i	0	21	5	O=c1[nH]c2cc(F)ccc2c2ccc(F)cc12
22	-6	-1	11	-0.1	-1.1	-1	i	1	-3	-6	CC1CCc2nc(NC(=O)c3cc(C(C)(C)C)nn3C)sc2C1 (stereo not drawn)
23	1	-1	-2	-0.5	-1.6	2	i	-3	1	1	CC1CC(C)CN(CCCNC(=O)Cc2c(C(=O)O)[nH]c3ccccc23)C1 (stereo not drawn)
24	-3	-21	-11	0.2	0.0	-3	i	0	0	-5	CCOc1ccccc1N1CCN(Cc2ccc(Br)s2)CC1
25	-3	-6	.	-0.3	-0.5	-10	i	-5	-9	0	CC(N)c1csc(NC(=O)c2cc(C(C)(C)C)nn2Cc2ccccc2)n1 (stereo not drawn)
26	-2	8	.	-0.3	-2.9	2	i	-3	4	-2	CC1(C(=O)NS(=O)(=O)c2ccc(F)cc2F)CCN1C(=O)CC(c1ccccc1)c1ccccc1 (stereo not drawn)
27	3	-15	-8	0.0	-0.2	3	i	-1	4	-2	CC(C)(C)c1ccc(C(=O)NCCCNC(=O)c2cccnc2)cc1
28	-4	37*	-9	-1.0	3.1	-1	i	3	-3	-1	Cc1cc(CC(C)C)n(-c2nc3ccccc3c(=O)n2OCc2ccccc2)n1
29	6	-2	-6	1.0	0.7	12	i	-1	2	-4	COc1ccc(OC)c(C2C(C(C)=O)=C(C)Nc3ncnn32)c1 (stereo not drawn)
30	12	-12	30	-1.2	-1.2	29	i	3	1	-2	O=C(O)CCC(=O)N1N=C(c2ccco2)CC1c1ccco1 (stereo not drawn)
31	-12	-7	-5	-0.4	-0.8	1	i	-2	3	-8	Cc1ccc(S(=O)(=O)NCCC(=O)N2CCN(S(=O)(=O)c3cccc(F)c3)CC2)cc1C
32	6	7	-1	-0.3	-0.4	3	i	-1	0	1	CC(C)(C)n1nnnc1C(c1cccc(C(F)(F)F)c1)N1CCOCC1 (stereo not drawn)
33	4	19	-3	0.3	0.3	-3	i	10	7	6	COc1ccc(C)cc1S(=O)(=O)N1CCC(C(=O)N2CCOCC2)CC1
34	19	8	-8	-0.6	-0.7	1	i	-3	4	-5	CCc1ccc(NC(=O)NCc2ccccn2)cc1
35	14	-9	-3	-0.1	-1.6	-2	i	-1	1	-2	O=C(CN1CCN(S(=O)(=O)c2ccc(F)cc2)CC1)NCC1(N2CCOCC2)CCCCC1
36	5	-7	3	-0.9	-1.2	1	i	-1	11	5	O=C(COC(=O)c1cccc(F)c1)NC1CC1
37	-2	-2	2	-0.6	-0.4	3	i	2	0	-2	CN(Cc1ccccc1)S(=O)(=O)c1ccc(N2CCOCC2)nc1
38	-14	6	-2	0.1	-1.8	-1	i	1	-1	0	CCc1c(O)nc(SCC(=O)Nc2ccccc2C)[nH]c1=O
39	-7	14	-2	0.8	-3.6	1	i	0	1	-4	CCCCNC(=O)NS(=O)(=O)c1ccc(NS(=O)(=O)c2ccccc2)cc1
40	-6	-19	.	0.0	0.3	1	.	-1	0	-2	CNc1cccc(-c2ccc(N3CCN(C)CC3)nc2)n1
41	4	21	1	-0.1	0.0	2	i	0	1	7	COc1cc(S(=O)(=O)N2CCOCC2)ccc1NC(=O)CSc1nnc(N)s1
42	4	4	-8	-0.3	1.3	12	i	1	-3	0	O=C(CCCCCCN1C(=O)c2ccccc2C1=O)NC1CCCCC1
43	15	2	4	-0.5	-1.3	-1	i	0	-5	0	CCOc1ccc(CN2C(=O)c3ccccc3C2=O)cc1C(=O)O
44	8	-20	.	-0.1	-2.1	-3	i	-2	1	-5	O=C(NCc1ccccc1)c1cc(C2COCCN2S(=O)(=O)c2cccs2)on1 (stereo not drawn)
45	4	-4	7	-0.5	-2.1	8	i	-1	2	-8	COCCN1Cc2cccc(C(=O)NCc3ccc4c(c3)OCO4)c2C1=O
46	15	-8	-2	0.1	0.4	-1	i	-5	2	-2	COCCCNC(=O)c1ccc(CS(=O)(=O)c2ccccc2C)o1
47	31*	7	-1	-0.8	-0.9	1	i	0	-3	-2	COc1ccccc1OCCC(=O)OCC(=O)NCc1ccccc1
48	-4	-3	1	-0.7	-0.1	0	i	1	15	4	O=C(Nc1ccc(-c2n[nH]c(=S)o2)cc1)c1ccccc1Cl
49	-10	-8	-2	0.7	1.0	-14	i	5	2	4	CCn1cc(/C=C/C(=O)Nc2ccn(Cc3c(F)c(F)cc(F)c3F)n2)cn1
